TbPYK inhibitor – T. brucei pyruvate kinase inhibition; TbPYK enzyme, Kinase-Glo Plus ATP luminescence, 45 min; Potency, µM (top dose mostly 76.8 µM), for the others: top-dose activity, negative = inhibition, actives largely listed as inhibitors; hit rate 0.12% among 410,000; AID 624173; also: nearly all actives have a fitted effect of over 50% in size
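In this concentration-response screen, enzyme-free wells defined baseline while DMSO plates tracked drift. Each reaction combined TbPYK, substrate, compound and 130 uM ADP for 45 min at room temperature. Kinase-Glo Plus luminescence gave the signal.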
Sm TGR block – S. mansoni TGR enzyme inhibition; Q962Y6; Potency, µM (series often up to 114 µM), for the others: top-dose activity change, negative = inhibition, hits mostly inhibitors; hit rate 3% among 360,000; AID 485364; purified TGR, DTNB reduction, TNB absorbance 405 nm; also: nearly all actives have a fitted effect of over 60% in size
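First, TGR (20 nM dispensed) and NADPH were mixed with compound. Second, a 15 min room-temperature incubation followed. Third, further NADPH and then DTNB were added to start the reaction. Finally, TNB absorbance was monitored kinetically.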
* = called active by the depositor; ? = inconclusive; & = joins results of further samples; [ ] = dose if it differs, or a comment. Calls follow the shape of the dose curve; as a rule, active = well fitted curve in the direction sought with a large enough effect; inconclusive = small, poorly fitted or top-dose-only effect, or another doubt; inactive = no such curve, though single readings can be large; an effect the other way counts as inactive or inconclusive. % is scaled to controls: 0 for no effect and ±100 for the full control effect; potency is read from the fitted curve at half-maximal effect. The list is partial (hit frequency here may not be typical).

compound,TbPYK inhibitor,Sm TGR block
O=C(CSc1nc2c([nH]c3ccccc32)c(=O)n1-c1ccc(F)cc1)N1CCCCCC1,0%,-2%
COc1ccccc1-c1nnc2n(CCc3ccccc3)c(=O)c3ccccc3n12,2%,-3%
Cc1ccc2[nH]c(=O)c3cc(C(=O)N4CCN(c5ccccc5F)CC4)sc3c2c1,-3%,-3%
O=C(C1CCCN(S(=O)(=O)c2cccc3nsnc23)C1)N1CCN(c2ccccc2F)CC1 (stereo unspecified),4%,6%
O=C(NC1CC(=O)N(c2cccc(F)c2)C1)C1CCCCC1 (stereo unspecified),3%,3%
Cc1cccc(Cc2c(C)nc3nc(SCc4ccccc4F)nn3c2C)c1,2%,8%
COc1ccc(N2CCN(C(=O)c3cc(S(=O)(=O)N4CCC(C)CC4)cn3C)CC2)cc1,2%,-4%
O=C(COc1ccccc1)Nc1ccc(S(=O)(=O)N(Cc2ccccc2)c2ccccc2)cc1,3%,6%

In the list so far, these contain an aryl thioether with sulfur outside any ring.
compound,TbPYK inhibitor,Sm TGR block
O=C(CSc1nc2c([nH]c3ccccc32)c(=O)n1-c1ccc(F)cc1)N1CCCCCC1,0%,-2%
Cc1cccc(Cc2c(C)nc3nc(SCc4ccccc4F)nn3c2C)c1,2%,8%

Next part
compound,TbPYK inhibitor,Sm TGR block
Cc1cc2oc(C(=O)N(Cc3ccc(N(C)C)cc3)CC3CCCO3)c(C)c2cc1Cl (stereo unspecified),-12%,4%
CN(C(=O)CSc1nc2ncccc2o1)c1ccc(F)cc1,1%,4%
Cc1c(C(=O)NCCc2ccc(S(N)(=O)=O)cc2)sc2nc3n(c(=O)c12)CCCC3,2%,-6%
Cc1ccc(OCc2nc3ccccc3n2Cc2ccccc2Cl)cc1,-2%,12%
C#CCn1c(=NC(=O)c2ccc3c(c2)OCCO3)sc2cc(OC)c(OC)cc21,3%,8%
COc1cccc(CNC(=O)CCc2nnc3n(C)c(=O)c4sccc4n23)c1,-1%,5%
CCOc1ccccc1N1CC(c2nc3ccccc3n2CCCCOc2cc(C)ccc2C)CC1=O (stereo unspecified),0%,3%
CCOc1ccc(CCNC(=O)C2CCCN(c3nnc(C)c4c(C)n(-c5ccccc5)nc34)C2)cc1 (stereo unspecified),-3%,-1%
COc1ccc(-n2cc(C(=O)NCCc3ccc(C)cc3)c3ccccc3c2=O)cc1,1%,-1%
CCOC(=O)c1c(NC(=O)c2ccc(S(=O)(=O)N(CCOC)CCOC)cc2)sc2c1CC(C)(C)NC2(C)C,1%,0%
COc1ccc(C(=O)Oc2cc(-c3ccc(OC)c(OC)c3)cc(=O)c3c(C)oc(C)c23)cc1,-12%,?
COc1ccc(CCNC(=O)c2cccc(Nc3nc4ccccc4nc3-n3nc(C)cc3C)c2)cc1OC,-12%,0%
O=C1CN(C(=O)C2CCCCC2)C(c2ccccc2)c2cc(F)ccc2N1 (stereo unspecified),-1%,4%
COCCNc1ncnc2onc(-c3ccc(F)cc3)c12,-2%,5%
CCC1CN(C(=O)Nc2cc(Cl)ccc2C(=O)OC)c2ccccc2S1 (stereo unspecified),0%,-5%
O=C1C(Nc2ccccc2)=CC(c2ccc(Br)cc2)N1c1ccccc1 (stereo unspecified),2%,?

Record cards, as listed above. Values in the order: TbPYK inhibitor, Sm TGR block
Cc1cc2oc(C(=O)N(Cc3ccc(N(C)C)cc3)CC3CCCO3)c(C)c2cc1Cl (stereo unspecified) is entered as -12%, 4%
C#CCn1c(=NC(=O)c2ccc3c(c2)OCCO3)sc2cc(OC)c(OC)cc21 is entered as 3%, 8%
CCC1CN(C(=O)Nc2cc(Cl)ccc2C(=O)OC)c2ccccc2S1 (stereo unspecified) is entered as 0%, -5%
Cc1ccc2[nH]c(=O)c3cc(C(=O)N4CCN(c5ccccc5F)CC4)sc3c2c1 is entered as -3%, -3%

More compounds
compound,TbPYK inhibitor,Sm TGR block
CCOc1ccc(S(=O)(=O)n2nc(C)c(S(=O)(=O)N3CCCCCC3)c2C)cc1,-10%,?
Cc1ccc(-c2nnc(Nc3ccccc3O)c3ccccc23)cc1,1%,3%
COc1ccccc1CCNC(=O)c1ccc(-c2nc(CSc3ccc(C)cc3)c(C)o2)cc1,-1%,-2%
O=C(CS(=O)(=O)c1cccc2nsnc12)Nc1ccccc1,5%,2%
Cc1cccc(NC(=O)CSc2nc3c(oc4ccccc43)c(=O)n2Cc2ccco2)c1,-10%,4%
COc1cccc(CNC(=O)CN2C(=O)CSc3c2c(C)nn3-c2ccccc2)c1,-2%,2%
CCC(C)NC(=O)Cn1c(=O)n(-c2ccc(Cl)cc2)c(=O)c2c3c(sc21)CCCC3 (stereo unspecified),-9%,2%
COc1ccc(CCNC(=O)c2cc3c(=O)n4cccc(C)c4nc3n2C)cc1,7%,5%
O=C(OCc1ccco1)c1ccc2c(c1)N(Cc1ccc([N+](=O)[O-])cc1)C(=O)c1ccccc1S2,0%,9%
COc1ccc(CCNC(=O)Cn2c(=O)cc(C(F)(F)F)c3c(C)nn(C)c32)cc1OC,4%,1%
CCc1cccc(C)c1NC(=O)Cn1cnc2c1c(=O)n(C)c(=O)n2C,-2%,-12%
CCCc1cc(=O)[nH]c(Nc2ccccc2O)n1,0%,-32%
COc1ccc(C(CNC(=O)COc2cc(C)cc(C)c2)N2CCCCC2)cc1 (stereo unspecified),0%,4%
O=C(NC1CCN(Cc2ccccc2)CC1)c1ccc(Cn2c(=O)c3ccccc3n(Cc3ccc(Cl)cc3)c2=O)cc1,-7%,-1%
O=C(CSc1nc2c([nH]c3ccccc32)c(=O)n1-c1ccccc1)NCc1ccc(F)cc1,-4%,-1%
O=C(Cn1c(-c2cccs2)cc2cc(F)ccc21)N1CCCCC1,-8%,1%
COCCCN1C(=O)c2[nH]nc(-c3cc(C)ccc3O)c2C1c1ccc(F)cc1 (stereo unspecified),3%,0%
CCOc1ccccc1CNS(=O)(=O)c1ccc2c(c1)CCCN2C(C)=O,1%,11%
COc1ccccc1C(=O)Nc1onc2c1CCCC2,-9%,7%
Cc1ccc(-c2nnc(SCc3ccccc3C#N)o2)cc1,-3%,1%
Cc1ccc(C)c(N2CCN(Cc3nnc(-c4ccccc4)o3)CC2)c1,4%,1%
Cc1ccc2[nH]c(CSc3nnc(NC(=O)c4ccccc4C)s3)cc(=O)c2c1,1%,3%
CCOc1ccc(CN(CCc2ccc3c(c2)OCO3)Cc2cccc(OC)c2)cc1,9%,11%
COc1ccc(N2CCN(C(=O)c3ccc4c(c3)CCN4S(C)(=O)=O)CC2)cc1,1%&-7%,7%

Looked up above.
Sm TGR block with CCOc1ccccc1CNS(=O)(=O)c1ccc2c(c1)CCCN2C(C)=O stands at 11%
TbPYK inhibitor with COCCCN1C(=O)c2[nH]nc(-c3cc(C)ccc3O)c2C1c1ccc(F)cc1 (stereo unspecified) stands at 3%

(next part)
SMILES | TbPYK inhibitor | Sm TGR block
CCN1CCN(C(=O)c2ccc3c(c2)N(Cc2cc(C)ccc2C)C(=O)c2ccccc2S3=O)CC1 (stereo unspecified) | -1% | -11%
COc1ccc(-c2cc(C(=O)NCc3ccc(F)cc3)c3c(-c4ccc(F)cc4)[nH]nc3n2)cc1OC | -6% | 4%
CCc1cccc(N2C(=O)CS(=O)(=O)C23C(=O)N(Cc2ccccc2)c2ccc(C)cc23)c1 (stereo unspecified) | -5% | -3%
Cc1cccc(Cn2cccc2CNS(=O)(=O)c2ccc(Br)cc2)c1 | 0% | -12%
CN(C)c1ccc(CNC(=O)c2sc3ncccc3c2-n2cccc2)cc1 | 5% | 1%
Cc1ccc2c(=O)cc(C(=O)Nc3c(C)cccc3C)oc2c1 | 0% | -2%
CCc1nc(SC)ncc1C(=O)N1CCN(c2cc(C)ccc2C)CC1 | -1% | -28%
O=C(CCc1ccccc1)NCc1ccc2c(c1)CCN2C(=O)c1ccc(Cl)cc1 | -1% | 9%
COc1ccc(NC(=O)C(C)n2nc(-c3cc(C)ccc3C)c3c(c2=O)CCCC3)cc1 (stereo unspecified) | -5% | 4%
COc1ccc(OC)c(NC(=O)c2nc(SCc3ccccc3F)ncc2Cl)c1 | -9% | 7%
CN(C(=O)CSc1nncn2c1cc1occc12)c1ccccc1 | 1% | -11%
COc1ccccc1CNC(=O)CCC1N=C2c3ccccc3N=C(SCC(=O)Nc3ccc(F)cc3)N2C1=O (stereo unspecified) | 9% | -25%
Cc1ccc(C)c(NC(=O)C2CCCN2S(=O)(=O)c2ccc3c(c2)CCCC(=O)N3)c1 (stereo unspecified) | 2% | -14%
COC(=O)c1c(SC)nc2ccccc2c1OCc1ccccc1Cl | 0% | 4%
Cc1ccc(CNc2nc3c(c(=O)n(C)c(=O)n3C)n2Cc2ccc(Cl)cc2)cc1 | -7% | 1%
CNC(=O)c1ccc(CSc2nc3cccnc3n2Cc2cccc(F)c2)cc1 | 0% | 6%
O=C(OCc1ccccc1F)c1ccc(-c2nnn(Cc3ccccc3)n2)cc1 | 1% | -10%
Cc1ccc(-c2nc3cc(NC(=O)c4cc(Br)ccc4Cl)ccc3o2)cc1 | 3% | 1%
Cc1ccc(CNC(=O)Cn2ccn(-c3ccc(F)cc3)c(=O)c2=O)cc1 | -3% | 10%
COc1cccc(-n2cc(C(=O)NCCc3cccc(C)c3)c3ccccc3c2=O)c1 | 4% | -22%
CCOc1ccc(-c2nc(C#N)c(NCCCOC)o2)cc1 | 1% | 8%
COc1ccc(Nc2nc(-c3ccccc3)c3cc(Br)ccc3n2)cc1 | 1% | 7%
CCC(=O)Nc1ccccc1-c1nc2ccccc2n(CC(=O)Nc2ccc(C)c(C)c2)c1=O | 3% | 5%
Cc1ccc(C2=NN(CC(=O)NCCCN(CC(C)C)CC(C)C)C(=O)CC2)cc1 | 3% | 6%
Cn1c(=O)oc2cc(S(=O)(=O)N3CCCC(C(=O)N4CCN(c5ccccc5F)CC4)C3)ccc21 (stereo unspecified) | -5% | -1%
CCc1ccc(C(=O)c2cn(CC(=O)Nc3ccc(F)cc3)c3cc4c(cc3c2=O)OCO4)cc1 | 5% | 4%
CCOC(=O)c1c(C)[nH]c(C)c1S(=O)(=O)N(C)CC(=O)NCc1ccc(Cl)cc1 | 1% | 22%
COc1ccc(N2CCN(C(=O)Cn3c(-c4cccs4)cc4ccccc43)CC2)cc1 | 1% | 1%
CC(C)c1ccc(S(=O)(=O)NCc2ccc3c(c2)CCN3C(=O)c2ccccc2)cc1 | 3% | -12%
COc1cc(NC(=O)c2cc(-c3ccc(Cl)c(Cl)c3)on2)cc(OC)c1OC | -1% | 1%
CCOc1ccc(NC(=O)Nc2nnc(N3CCCCC3C)s2)cc1 (stereo unspecified) | -7% | -18%
CCc1ccc(OCC(=O)Nc2ccc(S(=O)(=O)Nc3onc(C)c3C)cc2)cc1 | -1% | -9%
COc1ccccc1CNC(=O)CCCn1c(=O)c2ccccc2n(CC(=O)Nc2c(C)cc(C)cc2C)c1=O | -3% | 0%
Cn1c(=O)c2nc(SCC(=O)Nc3cc(Cl)ccc3Cl)n(C)c2n(C)c1=O | -6% | -11%
CCOC(=O)c1c(S(=O)(=O)N2CCCC(C(=O)Nc3cccc(C#N)c3)C2)c(C)n(C)c1C (stereo unspecified) | 1% | -2%
O=C(C1CCCCC1)N(Cc1cccnc1)c1nc2c(F)cc(F)cc2s1 | -2%[15.4 µM] | 8%
CCc1ccccc1NC(=O)N1CCCn2nc(C)cc21 | 1% | 4%
CN1C(C(=O)c2ccccc2)=C(NC(=O)c2ccc(F)cc2)c2ccccc2S1(=O)=O | 0% | 2%
O=C(Cn1c(=O)nc(-c2ccccc2)c2cc(Cl)ccc21)N1CCN(c2ccc(F)cc2)CC1 | -3% | 0%
CCOc1ccc(N(C(=O)c2ccc(C)cc2)S(=O)(=O)c2ccc3c(c2)n(C)c(=O)n3C)cc1 | 2% | 3%
Cc1ccc(C)c(Cn2c(=O)n(-c3ccc(F)cc3)c(=O)c3sc4ccccc4c32)c1 | 3% | 7%
COc1ccc(CCNS(=O)(=O)c2ccc(N3CCCCS3(=O)=O)cc2)cc1OC | 1% | 11%
Cc1ccc(NC(=O)C(CC(C)C)N2Cc3ccccc3C2=O)cc1F (stereo unspecified) | -4% | 1%
Cc1cc(C)cc(N(C)S(=O)(=O)c2nnc(NC(=O)COc3ccc(Cl)cc3)s2)c1 | -8% | 2%
CCCCC(=O)OC1=C(C(=O)c2ccccc2)N(CC)S(=O)(=O)c2ccccc21 | -6% | -15%
Cc1ccc2nc(COc3ccccc3NC(=O)c3ccccc3F)cc(=O)n2c1 | -8% | 10%
CCCCN(CC)CCCNC(=O)c1cc2c(=O)oc3ccc(C)cc3c2s1 | 7% | -24%
O=C(Nc1cc(-c2ccc(F)c(F)c2)no1)c1ccccc1F | -5% | -12%
CC1=C(C(=O)Nc2ccccc2)C(c2cccnc2)n2nc(SCc3ccccc3Cl)nc2N1 (stereo unspecified) | 6% | 3%
CCOc1ccc(-n2c(SCC(=O)Nc3ccc(F)cc3)nc3c([nH]c4ccccc43)c2=O)cc1 | -1% | -4%
Cc1cccc(N2CCN(C(=O)CCn3c(=O)c4cccn4c4cccnc43)CC2)c1C | 0% | -3%

Among those listed so far, three contain a cyano group:
SMILES | TbPYK inhibitor | Sm TGR block
Cc1ccc(-c2nnc(SCc3ccccc3C#N)o2)cc1 | -3% | 1%
CCOc1ccc(-c2nc(C#N)c(NCCCOC)o2)cc1 | 1% | 8%
CCOC(=O)c1c(S(=O)(=O)N2CCCC(C(=O)Nc3cccc(C#N)c3)C2)c(C)n(C)c1C (stereo unspecified) | 1% | -2%

Screening data from PubChem BioAssay.
